Screening results from PubChem.
ELG1 repair inh: inhibitors of ELG1-dependent DNA repair in HEK293T cells | Potency, µM (titrated, usually from 46.1 µM), for inactives: at the top dose activity change, negative = inhibition, actives largely listed as inhibitors | HEK293T ELG1-luciferase reporter, luminescence, 16 h; DNA damage induced by 5-fluorouridine | actives 2.3% (n = 330,000); note: potency is the fitted concentration of half-maximal effect; % is set by controls: 0 for no effect and ±100 for the full control effect; nearly all actives have a fitted effect of over 55% in size
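5-Fluorouridine DNA damage + compound/DMSO, 2,000 cells/well, 16 h, 37 °C/5% CO2. ONE-Glo, 30 min RT, luminescence. Readout = decrease in reporter signal.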
PTAP TSG101 blk: blocks PTAP/TSG101 interaction to inhibit HIV-1 budding; Q99816; Potency, µM (highest dose often 115 µM), without a hit: at the highest dose activity change, negative = inhibition, actives largely listed as inhibitors; 340,000 tested, under 10 active; AID 493005; Fluorescence polarization, FITC-PTAP peptide / Tsg101 binding; active = well fitted inhibition curve with a large enough effect in the main read-out, with a control signal flat, not every such curve was filed as active; inconclusive = small, poorly fitted or top-dose-only effect, or effect the other way, or a change in a side signal; inactive = no such curve, though single readings can be large or run the other way; note: potency is the fitted concentration of half-maximal effect; % of control where 0% means no effect
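Steps: Tsg101 binding domain dispensed (10 uM final), compounds pinned in DMSO, FITC-labeled PTAP-motif peptide added (50 nM final); after 20 min binding at room temperature, polarization measured.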
TSHR antagonist: human thyrotropin receptor antagonism | TSHR-expressing cells, TSH-stimulated cAMP HTRF, 2 h; hits give low values | activity change, negative = inhibition, % at 11.5 µM | actives 0.2% (n = 330,000);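 active = activity change below a set negative limit, meaning inhibition stronger than a set level, cut at about -70% in these data; inconclusive = activity change between two set negative limits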; note: % is set by controls: 0 for no effect and ±100 for the full control effect
Target sequence (P16473 whole entry, looked up): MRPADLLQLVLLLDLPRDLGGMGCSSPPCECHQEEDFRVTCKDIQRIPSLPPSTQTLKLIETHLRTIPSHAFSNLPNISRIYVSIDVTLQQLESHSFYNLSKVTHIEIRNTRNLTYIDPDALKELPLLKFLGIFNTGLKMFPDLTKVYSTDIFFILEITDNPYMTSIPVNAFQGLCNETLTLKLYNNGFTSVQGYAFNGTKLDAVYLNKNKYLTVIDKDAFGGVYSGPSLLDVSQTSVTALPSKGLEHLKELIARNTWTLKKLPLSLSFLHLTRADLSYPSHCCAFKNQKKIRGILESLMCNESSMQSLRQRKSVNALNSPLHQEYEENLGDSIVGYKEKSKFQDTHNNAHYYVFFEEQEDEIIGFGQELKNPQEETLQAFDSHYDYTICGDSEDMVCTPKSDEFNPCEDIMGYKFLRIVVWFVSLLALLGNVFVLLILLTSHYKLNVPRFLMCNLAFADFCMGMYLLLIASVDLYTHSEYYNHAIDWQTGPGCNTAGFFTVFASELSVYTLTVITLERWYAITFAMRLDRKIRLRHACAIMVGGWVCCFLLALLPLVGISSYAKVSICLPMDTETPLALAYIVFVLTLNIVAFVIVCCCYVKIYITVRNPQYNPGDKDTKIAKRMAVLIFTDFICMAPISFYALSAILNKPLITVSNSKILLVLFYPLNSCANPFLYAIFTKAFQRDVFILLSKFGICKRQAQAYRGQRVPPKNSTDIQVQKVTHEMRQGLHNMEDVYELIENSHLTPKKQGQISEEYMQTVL
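Antagonism was scored as loss of TSH-driven cAMP in TSHR cells, stimulated with 4nM TSH (EC80) for 2 hours at 37 deg C and detected by homogeneous HTRF competition immunoassay.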
USP2a block: blocks human ubiquitin-specific protease USP2a | AID 463254 | Potency, µM (series often up to 38.3 µM), for the others: at the top dose activity change, negative = inhibition, most hits filed as inhibitors | O75604 | actives 0.01% (n = 330,000) | USP2 core, Ub-CHOP2 coupled fluorogenic reporter, 485/531;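 note: potency is the fitted concentration of half-maximal effect; plate controls were DMSO wells for no effect and full inhibition by NEM control for full effect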
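USP2 core (10nM final) preincubated 30min RT with compound in 20mM Tris-HCl pH 8.0, 2mM CaCl2, 2mM beta-mercaptoethanol, 0.05% CHAPS; 25nM Ub-CHOP2 plus 25nM reporter substrate added, fluorescence (Ex485/Em531) read after 60min.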
uPA generation: cell surface uPA generation inhibition | cell surface uPA generation assay, qHTS | Potency, µM (highest dose often 38.3 µM), for the others: top-dose activity change, negative = inhibition, actives largely listed as inhibitors | actives 0.31% (n = 330,000) | AID 540303; active = well fitted inhibition curve with a large enough effect; inconclusive = small, poorly fitted or top-dose-only effect; inactive = no such curve, though single readings can be large or run the other way; tested in mouse RAW 264.7 cells; note: potency is the fitted concentration of half-maximal effect; % is set by controls: 0 for no effect and ±100 for the full control effect; nearly all actives have a fitted effect of over 55% in size
Mito fusion act: mitochondrial division inhibition or fusion activation; S. cerevisiae fusion-defective mutant growth rescue, CellTiterGlo 48 h; AID 485298; actives 0.23% (n = 320,000); Potency, µM (series often up to 46.1 µM), inactives show top-dose growth rescue (activation), most hits filed as activators;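 note: potency is the fitted concentration of half-maximal effect; % of control where 0% means no effect; nearly all actives have a fitted effect of over 45% in size; temperature-sensitive fusion mutants such as fzo1-1 at 37 °C on non-fermentable ethanol glycerol medium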
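Luminescent cell viability in 1536-well qHTS format served as the measure of rescued growth in ts fusion-mutant S. cerevisiae cultured on non-fermentable YPEG for 48 hours at 37C.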
BCR signal inh: blocks chronic active B-cell receptor signaling; ABC-DLBCL IkBa-CBG/CBR reporter, luminescence ratio, 4 h; Potency, µM (titrated, usually from 46.1 µM), without a hit: at the highest dose ratio change, negative = lower green/red ratio, most hits filed as inhibitors; actives 0.05% (n = 340,000); active = well fitted inhibition curve with a large enough effect in the signal ratio, with a control signal flat, not every such curve was filed as active; inconclusive = small, poorly fitted or top-dose-only effect, or effect the other way, or a change in a side signal; the % refers to the signal ratio;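 note: potency is the fitted concentration of half-maximal effect; plate controls were basal doxycycline-induced cells for no effect and cells given 10 µM MG132 for full effect; MG132 reads +100%, hits lower the ratio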
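Compounds up to 46 uM were incubated four hours with TMD8 cells whose green CBG68 luciferase is fused to IkappaBalpha; red CBR luminescence normalised the signal, and concentration-effect curves were fitted to fusion, red and ratio data.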
Tb PFK inh: T. brucei PFK enzyme inhibition; T. brucei PFK, ADP-Glo luminescence; Potency, µM (series often up to 57.5 µM), for inactives: top-dose activity, negative = inhibition, actives largely listed as inhibitors; AID 485367; actives 0.17% (n = 330,000); O15648;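 note: potency is the fitted concentration of half-maximal effect; 0% = uninhibited 1x PFK enzyme wells and -100% = no-enzyme wells; nearly all actives have a fitted effect of over 60% in size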
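Activity is normalized to no-enzyme wells (full inhibition) and 1.25 nM enzyme wells (no inhibition). Reaction: 0.5 mM F6P, 0.1 mM ATP, 45 min RT, ADP-Glo luminescence; concentration-response curves fitted and classed by quality.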
B2AR arrestin: beta2AR (human) beta-arrestin recruitment activity; beta-arrestin recruitment to beta2AR, cell-based reporter; Potency, µM (top dose mostly 46.1 µM), for the others: at the top dose activation, hits mostly activators; actives 0.02% (n = 330,000); AID 492947;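 note: potency is the fitted concentration of half-maximal effect; 0% = DMSO controls and full agonism = EC100 isoproterenol or metaproterenol; nearly all actives have a fitted effect of over 65% in size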
TCR activator: activates T cell receptor signaling. primary human leukocytes, anti-CD3, IL-2 HTRF, 48 h. Potency, µM (series often up to 9.22 µM), without a hit: at the top dose activation of IL-2 secretion, most hits filed as activators. 330,000 tested, under 10 active. AID 504894; note: % of control where 0% means no effect
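Primary human leukocytes were stimulated with a-CD3 beads plus compounds for 48 hr without co-stimulation; secreted IL-2 was quantified by HTRF using a-IL-2-K (europium cryptate) and a-IL-2-d2, excited at 320nm with acceptor emission read at 665nm.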
Eya2 phos inh: inhibitors of human Eya2 phosphatase activity | O00167 | recombinant Eya2, OMFP fluorescence dephosphorylation (OMFP is methylfluorescein phosphate) | Potency, µM (titrated, usually from 76.9 µM), for inactives: top-dose activity, negative = inhibition, hits mostly inhibitors | actives 0.006% (n = 330,000); note: potency is the fitted concentration of half-maximal effect; % is set by controls: 0 for no effect and ±100 for the full control effect
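Eya2 (0.2 uM) preincubated 10 min at ambient with compound, then OMFP substrate added at 50 uM; 10 min reaction in 50 mM HEPES pH 7.5, 50 mM NaCl, 5 uM MgCl2, 0.05% BSA, 1 mM DTT. Fluorescence read at Ex 485/Em 525 nm.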
* hit, by the source's call; u = inconclusive; x = not tested or not shown; [ ] = remark or other dose. Unless noted, calls come from the whole dose curve; as a rule, active = well fitted curve in the direction sought with a large enough effect; inconclusive = small, poorly fitted or top-dose-only effect, or another doubt; inactive = no such curve, though single readings can be large; an effect the other way counts as inactive or inconclusive. Not a hit list. Share with any hit: about 3%.

SMILES | ELG1 repair inh | PTAP TSG101 blk | TSHR antagonist | USP2a block | uPA generation | Mito fusion act | BCR signal inh | Tb PFK inh | B2AR arrestin | TCR activator | Eya2 phos inh
CC1(C)CC(C(CC(=O)Nc2nccs2)c2ccccc2)CCO1 (configuration not stated) | u | 1.3% | 11.7 | 1.0% | -2.0% | -4.3% | -0.5% | 0.0% | -0.2% | -4.6%[46.1 µM] | 1.1%
CC(C)OC(=O)CSc1nnc(Cc2ccccc2)n1Cc1ccco1 | 0.0% | -7.3% | 10.7 | 0.6% | x | 3.7% | u | -1.4% | 0.3% | -5.5% | -25.6%
CCOC(=O)c1c(C)c(C(=O)NCCc2ccc(S(N)(=O)=O)cc2)c(C)n1CC | 0.8% | -2.7% | 22.7 | 5.9% | 4.7% | 3.0% | 3.8% | -0.3% | 0.0% | -15.3% | -3.6%
CC(C)(Oc1ccc(Cl)cc1)C(=O)Nc1cccc(S(=O)(=O)NC2=NCCC2)c1 | 10.6% | -8.5% | 2.0 | -0.2% | 10.4% | 4.3% | -2.4% | -6.0% | 0.0% | -2.2% | u
CCCCCN1C(=O)Cn2c(nc3ccccc3c2=O)C1C (configuration not stated) | -12.6% | -1.4% | -3.8 | 1.2% | 9.4% | -4.0% | -0.7% | -0.5% | -0.5% | -14.2% | 6.9%
CCCOC(=O)NC1CCS(=O)(=O)C1 (configuration not stated) | 9.0% | -6.6% | 7.6 | 5.7% | -3.8% | 0.3% | -6.0% | 4.4% | 0.5% | x | 6.9%
Cc1cc(C(=O)N/N=C/c2cccc([N+](=O)[O-])c2O)n[nH]1 | -19.8% | -4.1% | 6.7 | 1.7% | -19.3% | -0.6% | -0.1% | 0.0% | -0.7% | 3.8%[46.1 µM] | -0.7%
COc1ccc(F)c(CN2CCCC(CO)(Cc3cccc(Cl)c3)C2)c1 (configuration not stated) | 5.2% | -4.2% | -1.8 | 4.8% | 20.5% | -4.6% | -1.7% | -2.1% | -2.3% | 8.9% | -1.4%
COCCNC(=O)c1cnn2c(C(F)(F)F)cc(-c3ccc4c(c3)OCO4)nc12 | u | -3.8% | -9.1 | -0.4% | x | -3.7% | u | -4.6% | 0.3% | 2.9% | 12.9%
CCN1CCN(C(c2cccs2)C(C)NC(=S)Nc2cc(C)ccc2C)CC1 (configuration not stated) | 10.2% | -3.0% | -8.1 | -8.6% | -6.8% | -1.4% | 0.5% | -2.1% | -0.5% | -1.3% | 4.5%
COC(=O)CNC(=O)CCc1nnc(C2(c3ccc(Cl)cc3)CCC2)o1 | u | -0.2% | 9.6 | -1.6% | 3.9% | 2.3% | -0.1% | -4.4% | 0.0% | 2.0% | -2.0%
Cc1ccc(C)c(Cn2nnc3c(=O)[nH]c(C(=O)Nc4ccc(F)cc4)nc32)c1 | -19.3% | -1.0% | -14.6 | -1.4% | 4.9% | -2.1% | 3.1% | -6.3% | 0.2% | 3.3% | -0.7%
CCC1(C)Cc2ccccc2-c2nc(SC)[nH]c(=O)c21 (configuration not stated) | u | -8.8% | -5.3 | -0.1% | -2.9% | 1.5% | -1.9% | -5.1% | -0.5% | 1.6% | u
CC(CC(=O)O)CC(=O)Nc1ccccc1C(=O)O (configuration not stated) | 7.4% | x | 1.0 | -1.5% | 5.4% | -1.5% | 0.7% | 15.5% | -0.2% | x | 10.8%
CCC(C)NC(=O)C1c2ccccc2C(=O)N1Cc1ccccc1OC (configuration not stated) | -2.7% | 1.8% | 0.3 | -0.1% | x | -3.3% | -2.2% | -3.6% | -0.3% | -1.7% | 9.0%
CC1(C)CC(NC(=O)COc2ccccc2Cl)CC(C)(C)N1 | u | -6.4% | 6.9 | 0.9% | -8.2% | -2.4% | -3.1% | -2.0% | 0.0% | -8.7% | 3.5%
COc1ccc([C@H]2CC(=O)C=C(c3ccc(OC(F)(F)F)cc3)C2)cc1OC | u | x | -0.8 | 4.4% | -4.8% | 18.2% | 2.8% | -1.2% | 0.5% | -4.4% | 0.5%
Cc1cccc(NC(=O)c2cccc(S(=O)(=O)NCc3ccccc3)c2)n1 | u | 3.4% | 10.8 | -1.5% | -11.4% | 3.9% | 15.6% | 2.5% | 0.2% | 1.3% | 15.1%
COC(=O)c1cc2n(n1)CCN(Cc1ccccc1Cl)C2=O | -3.8% | 0.9% | -4.8 | 3.6% | 8.5% | 0.0% | u | 0.4% | -0.1% | 2.5% | -12.3%
COc1ccc(S(=O)(=O)NCC2CCCN(C(=O)c3cccnc3C)C2)cc1 (configuration not stated) | 0.8% | -2.9% | 16.4 | -0.1% | 22.7% | -1.5% | 1.4% | -0.1% | -0.4% | 0.4% | 7.7%
CSc1ncccc1C(=O)Nc1ccc2c(c1)OCO2 | u | -2.7% | 3.4 | 1.0% | -2.3% | 4.1% | -6.9% | 0.0% | 0.3% | 5.1% | -8.0%
C=C(C)CNC(=O)c1ccc(OC2CCN(S(=O)(=O)N(C)C)CC2)cc1 | u | 0.8% | -4.9 | 1.0% | x | 5.3% | u | -1.1% | -0.5% | 0.0% | -1.0%
CC(C)n1c(N2CCN(C(=O)NCc3ccccc3)CC2)nc2ccccc21 | -9.9% | -4.6% | -12.3 | 3.1% | 2.3% | 2.3% | -0.5% | -2.5% | -1.1% | 0.5% | -9.3%
O=C1COc2ccc3ccccc3c21 | 6.7% | -1.9% | 5.0 | 3.3% | -3.9% | -7.2% | 0.1% | -1.7% | -0.1% | -2.6% | 2.9%
Nc1cc(Nc2ccccc2)c2nonc2c1[N+](=O)[O-] | u | 0.0% | -11.2 | 6.6% | 1.2% | 10.4% | -1.7% | -13.6% | -1.0% | -0.6% | -14.6%
CCNC(=S)N(CCc1c(C)[nH]c2ccc(Cl)cc12)Cc1cccnc1 | 0.4% | -4.3% | -9.5 | 1.1% | 5.7% | 7.7% | -0.7% | 3.7% | -1.0% | -0.2% | -12.8%
COC(=O)c1cccc(NC(=S)NC(C)C)c1 | 0.2% | 0.8% | -4.0 | -0.7% | x | 5.7% | 2.3% | 0.7% | -0.1% | 0.1% | -2.2%
COC(=O)[C@H](CCSC)NC(=O)Cn1ccc(NC(=O)OCc2ccccc2)nc1=O | 0.0% | 2.0% | 22.7 | 3.1% | 3.8% | -1.3% | u | -14.5% | 0.1% | -0.7% | -9.8%
Cc1ccc(/C=C/C(=O)Nc2cccc3cccnc23)o1 | u | -11.3% | 5.2 | 6.7% | 0.0% | 28.6% | 3.3% | -0.3% | -0.6% | -1.0%[46.1 µM] | -3.7%
Cc1ccc(N2C(=O)c3ccccc3C2=O)cc1C | u | 4.9% | -14.7 | 4.4% | 0.0% | 2.5% | u | 1.6% | -0.3% | -8.8%[46.1 µM] | 0.7%
CCc1ccc2c(CN(CC)Cc3nc4ccccc4c(=O)[nH]3)cc(=O)oc2c1 | u | 0.0% | -5.8 | 0.0% | -2.2% | 4.9% | u | 12.5% | -0.2% | 3.5% | 5.6%
CSc1ccc(C2c3[nH]c4ccccc4c3CCN2C(=O)c2cc(C)n(C)n2)cc1 (configuration not stated) | u | x | 1.0 | -8.7% | x | 12.3% | -0.9% | -2.1% | -0.9% | x | -3.2%
Cc1ccccc1C(=O)Oc1ccc(Sc2ccc(O)cc2)cc1 | 16.5% | x | -18.8 | -2.2% | x | -3.6% | u | -1.6% | 0.4% | x | -6.8%
C=CCC1c2cccc(C(=O)OC)c2C(=O)N1c1ccccc1 (configuration not stated) | -19.4% | -4.5% | 24.2 | -0.7% | -2.0% | -8.2% | -13.2% | 2.0% | 0.9% | x | 15.6%
COc1cccc(-c2cc(C(=O)NCc3cccs3)no2)c1 | u | -5.2% | 17.1 | 0.3% | 0.5% | 3.0% | u | -10.7% | 0.5% | -7.8% | -2.4%
Cc1nc(CNC(=O)c2cc(COc3ccc(F)cc3Cl)on2)cs1 | -25.4% | -4.2% | 7.3 | 0.8% | -1.9% | -2.3% | -6.6% | -0.4% | -0.7% | -1.2% | 1.6%
CCOC(=O)C1=C(N)OC2=C(C(=O)CC(C)(C)C2)C1c1ccc(CC)s1 (configuration not stated) | 14.0% | -1.5% | -2.2 | 0.9% | 2.6% | 8.4% | 20.3% | -0.3% | 0.1% | 7.4% | -0.3%
